Source: PubChem BioAssay (NCI)
Growth percent in the NCI-60 one-dose screen (48 h, 10 µM unless noted): 100 = growth as untreated, 0 = no growth, -100 = all killed.
HOP-92 = HOP-92 NSCLC cells | hit rate 6.3% among 71,000
UACC-62 = UACC-62 melanoma | hit rate 5.4% among 81,000 | AID 1794756
M14 = M14 melanoma; hit rate 6.2% among 80,000; AID 1794745
A549/ATCC = A549/ATCC NSCLC. hit rate 3.7% among 81,000
SK-MEL-28 = SK-MEL-28 melanoma; AID 1794761; hit rate 4.1% among 81,000
SK-MEL-5 = SK-MEL-5 melanoma; hit rate 6.4% among 80,000; AID 1794755
EKVX = EKVX NSCLC | hit rate 3% among 71,000 | AID 1794765
UACC-257 = UACC-257 melanoma | AID 1794764 | hit rate 4.4% among 78,000
Numbers without * were called inactive; . = not tested or not shown; & = joins results of further samples. The calls were made as follows: active = growth percent below 10; inactive = the rest.

structure | UACC-257 | A549/ATCC | SK-MEL-28 | EKVX | SK-MEL-5 | HOP-92 | M14 | UACC-62
O=C(O)CCn1c(=O)[nH]c(=O)n(CCC(=O)O)c1=O | 114 | 110 | 104 | 100 | 98 | 70 | 102 | 102
O=S(=O)(O)CCSSCCS(=O)(=O)O | 106&109 | 104&102 | 107&109 | 105&94 | 101&101 | 107&94 | 100&113 | 98&97
COc1cc(NC(=O)COc2cc(O)c3c(=O)cc(-c4ccccc4)oc3c2)cc(OC)c1OC | 101 | 102 | 109 | 106 | 99 | . | 110 | 98
CC(=N/O)/C(C)=C/c1ccccc1 | 90 | 78 | 118 | 88 | 109 | 87 | 94 | 102
CC(C)NCC(O)c1ccc(O)c(O)c1 (stereo not drawn) | 102&109 | 103&119&106 | 101&116&107 | 91&85&104 | 120&90&95 | 68&59&60 | 113&97&98 | 99&109&101
Cc1cc(N=Nc2ccccc2)ccc1O | 88 | 82 | 102 | 77 | 98 | 61 | 101 | 97
Cc1ccc(S(=O)(=O)Nc2ccc(-c3ccc4c(c3)NC(=O)/C4=C\c3ccc[nH]3)cc2)cc1 | 110 | 53 | 96 | 36 | 99 | 93 | 91 | 90
COc1ccc(S(=O)(=O)NCCNc2nccc(-c3c(-c4cccc(O)c4)nc4sccn34)n2)cc1 | 106 | 94 | 115 | . | 98 | 88 | 116 | 108
CCN(CC)S(=O)(=O)c1ccc(S(=O)(=O)N2CCC[C@@H](C(=O)NC3COC3)C2)cc1 | 78 | 98 | 99 | 82 | 58 | 96 | 96 | 61
Clc1cc(Cl)nc(Cl)n1 | 98 | 104 | 111 | 105 | 106 | 72 | 106 | 102
Cc1ccc(C2(SCC(N)C(=O)O)c3ccccc3-c3ccccc32)cc1 (stereo not drawn) | 92 | 91 | 96 | 96 | 99 | 129 | 114 | 89
COC(=O)c1c(C)nc(C)c2c1C(=O)C(Br)=C(NCCN1CCOCC1)C2=O | 87 | 99 | 113 | 100 | 71 | 118 | 88 | 56
C/C=C(/C)c1ccccc1 | 98 | 96 | 108 | . | 95 | 97 | 99 | 99
COc1ccc(-c2csc(NC(=O)CSc3nc(-c4ccccc4)cc(=O)[nH]3)n2)cc1 | 77 | 65 | 91 | 58 | -17* | 90 | 59 | 59
CC(=O)N(C)c1ccc(C)cc1 | 107 | 115 | 123 | 114 | 110 | 88 | 108 | 109
O=[N+]([O-])c1ccc(N=NNc2ccc([N+](=O)[O-])cc2)cc1 | 86 | 74 | 101 | 106 | . | 77 | 100 | 69
O=C1/C(=C/c2coc3ccccc3c2=O)N=C(c2ccc(Cl)cc2)N1c1ccc(S(=O)(=O)Nc2ncccn2)cc1 | 93 | 101 | 104 | . | 91 | . | 92 | .
CCNc1nncs1 | . | . | 104 | 101 | 100 | 89 | 102 | 102
O=C1CC2C=CCN2C=C1NC(=O)C1CCCCC1 (stereo not drawn) | 98 | 97 | 107 | 92 | 102 | 115 | 114 | 108
Nc1nc(N)c2c(n1)NC(c1sc(Cl)nc1Cl)CC(c1ccccc1)=N2 (stereo not drawn) | 69 | 43 | 62 | . | 34 | 49 | 26 | 46
O=C1NC(=O)C(c2ccccc2)(c2ccc(Cl)cc2)N1 (stereo not drawn) | 107 | 103 | 103 | 102 | 100 | 86 | 95 | 87
CC1(C)CC[C@]2(c3nnc(-c4ccncc4)o3)CC[C@H]3C(=CC[C@H]4[C@@]3(C)CC[C@H]3C(C)(C)C(=O)CC[C@]43C)[C@@H]2C1 | 71 | 74 | 87 | 80 | 62 | 76 | 84 | 55
COc1cc(/C=N/NC(=O)c2ccc(S(C)(=O)=O)cc2)ccc1O | 52 | 71 | 113 | 100 | 102 | . | 106 | 99
COc1ccc(-c2n[nH]c(Cn3nnnc3-c3ccccc3)n2)cc1 | 113 | 115 | 106 | 100 | 103 | 96 | 95 | 96

Five compounds already listed, arranged by molar mass, high to low:
structure | UACC-257 | A549/ATCC | SK-MEL-28 | EKVX | SK-MEL-5 | HOP-92 | M14 | UACC-62
O=C1/C(=C/c2coc3ccccc3c2=O)N=C(c2ccc(Cl)cc2)N1c1ccc(S(=O)(=O)Nc2ncccn2)cc1 | 93 | 101 | 104 | . | 91 | . | 92 | .
COc1ccc(-c2csc(NC(=O)CSc3nc(-c4ccccc4)cc(=O)[nH]3)n2)cc1 | 77 | 65 | 91 | 58 | -17* | 90 | 59 | 59
Nc1nc(N)c2c(n1)NC(c1sc(Cl)nc1Cl)CC(c1ccccc1)=N2 (stereo not drawn) | 69 | 43 | 62 | . | 34 | 49 | 26 | 46
COc1ccc(-c2n[nH]c(Cn3nnnc3-c3ccccc3)n2)cc1 | 113 | 115 | 106 | 100 | 103 | 96 | 95 | 96
C/C=C(/C)c1ccccc1 | 98 | 96 | 108 | . | 95 | 97 | 99 | 99

Additional structures
structure | UACC-257 | A549/ATCC | SK-MEL-28 | EKVX | SK-MEL-5 | HOP-92 | M14 | UACC-62
COc1ccc(/C=C(\C#N)c2cc3ccccc3n2C(C)=O)cc1 | 100 | 83 | 87 | 78 | 92 | 99 | 71 | 74
COc1ccc(OC)c(Nc2nc(SC(C)C)nc(-c3ccccc3)c2C#N)c1 | 108 | 104 | 104 | 104 | 92 | 99 | 105 | 90
c1ccc(-c2c3c(n(C4CCCCC4)c2-c2ccccc2)N=NN2CCN=C32)cc1 | 116 | 108 | 108 | 94 | . | 96 | 109 | 85
Cc1cc(N2CCCCC2)nc(N(CCNc2ccnc3cc(Cl)ccc23)Cc2ccccn2)n1 | 67 | 54 | 63 | 54 | 49 | 31 | 45 | 68
S=c1[nH]c2cccnc2[nH]1 | 81 | 72 | 107 | 109 | 106 | 105 | 104 | 94
CN(C)CC(=O)O | 97 | 95 | 105 | . | . | 104 | 110 | 105
OCC#Cc1cn(Cc2ccccc2)c2c(N3CCOCC3)ncnc12 | 95 | 91 | 113 | 92 | 98 | 73 | 97 | 88
CCOc1ccc(NC(=O)CC(C)O)cc1 (stereo not drawn) | 102 | 102 | 113 | 111 | 102 | 132 | 99 | 93
CCc1c(C)c2cc(N=C3NC(=O)CS3)c(O)c(C)c2oc1=O | 89 | 86 | 120 | 105 | 111 | 99 | 105 | 97
Cc1ccc(C(=O)Nc2ccc(CNCCN3CCNCC3)c(C(F)(F)F)c2)cc1C#Cc1cnc2cccnn12 | -6.6* | 16 | -68* | 30 | -87* | -28* | -65* | -41*
CC([C@H]1CCC2C3CCC4C[C@@H](N)CC[C@]4(C)C3CC[C@@]21C)N(C)C (stereo partly drawn) | -7.7* | 86 | -27* | 69 | -48* | 53 | -6.7* | 51
C/C=C/c1nn2c(CCC(=O)c3nc4ccccc4[nH]3)nnc2s1 | 106 | 98 | 107 | 74 | 81 | . | 105 | 89
COc1cccc2c(=O)c3c(sc12)c(NCCCNCCO)nc1ccccc13 | 85 | 34 | 82 | 54 | 73 | 10 | 42 | 77
C=C1CCC2C3(C)COC(c4ccccc4)OC3CCC2(C)C1/C=C/C1=CCOC1=O (stereo not drawn) | 66 | 43 | 98 | 96 | 76 | 68 | 53 | 59
CCc1c(C)c2ccc(O)c(N3C(=O)C(=O)N(c4ccccc4)C3=O)c2oc1=O | . | 96 | 107 | . | 98 | 80 | 105 | 100
CCCN(CCC)CCc1cccc2c1CC(=O)N2 | 101 | 101 | 115 | 101 | . | . | 111 | 127
Cc1ccc([N+](=O)[O-])c(C)c1 | 94 | 93 | 111 | 98 | 104 | 73 | 103 | 89
CCC1=C(c2ccc(OC)cc2)C(C)(C)Oc2cc(O)c(CN3CCCC3)cc21 | 72 | 85 | 101 | 85 | 67 | . | 62 | 90
CCCCCCCCCC1OCC(C)O1 (stereo not drawn) | 109 | 104 | 105 | 98 | 100 | 88 | 102 | 113
CC1CC(C)(C)OB(OC(C)CC(C)(C)OB2OC(C)CC(C)(C)O2)O1 (stereo not drawn) | 95 | 94 | 104 | . | 101 | 101 | -55* | 106
Cc1cc(NS(=O)(=O)c2ccc(N=Nc3ccc(N)nc3N)cc2)nc(C)n1 | 96 | 103 | 108 | . | 103 | . | 103 | 101
CC1(C)C(=O)C(C)(C)C1=NO | 98 | 103 | 106 | . | 106 | 100 | 103 | 111
CCOC(=O)N/N=C/c1cccc([N+](=O)[O-])c1 | 100 | 96 | 104 | . | 98 | . | 113 | 101
Nc1[nH]c(=O)[nH]c(=O)c1Br | 96 | 99&97 | 110&105 | 97&100 | 92&106 | 97&106 | 102&103 | 97
CC(C)=CCC/C(C(=O)O)=C1/[C@@H](O)C[C@@]2(C)[C@H]1C[C@@H](O)[C@H]1[C@@]3(C)CC[C@@H](O)[C@@H](C)[C@@H]3CC[C@@]12C | 99 | 98 | 94 | 92 | 95 | 93 | 97 | 95
O=C(NNC(=S)Nc1ccccc1)c1ccc(Nc2ncnc3c2cnn3-c2cccc(F)c2)cc1 | 109 | 108 | 112 | 101 | 95 | 89 | 101 | 89
COc1ccc(/C=N/Nc2ncnc3c2c(C)nn3-c2ccc([N+](=O)[O-])cc2)cc1 | 96 | 104 | 97 | 95 | 98 | . | 103 | 93
COc1ccc(C(=O)/C=C/c2cccc3ccccc23)cc1S(N)(=O)=O | -43* | 7.0* | -51* | -6.1* | . | 73 | -74* | -58*
O=C(CSc1ccc(-c2ccc(Br)cc2)nn1)Nc1ccccc1 | 110 | 100 | 103 | 74 | 98 | 123 | 110 | 93
O=C(c1ccccc1)N1c2ccccc2CC1c1c[nH]c2ccccc12 (stereo not drawn) | 88 | 73 | 105 | 88 | 91 | 81 | 90 | 71
CC(C)c1ccc2occ(C=C3C(=O)NC(=O)NC3=O)c(=O)c2c1 | 96 | 100 | 100 | 117 | 97 | 63 | 91 | 82
CC(=O)Oc1ccc2c(c1)C(=O)CCCCCC(=O)O2 | 93 | 97 | 106 | . | 101 | 96 | 99 | 101
COc1ccc(/C=N\Nc2nc(SCCC(C)C)nc(-c3ccc(OC)cc3)c2C#N)cc1 | 92 | 71 | 104 | 45 | 94 | 63 | 88 | 79
CN(C)c1ccc(CNC(C(=O)c2ccccc2)c2ccccc2)cc1 (stereo not drawn) | 95 | . | 94 | 101 | 56 | 79 | 114 | 99
COc1cccc(-c2nn(-c3ccccc3)cc2-c2ccnc(Br)c2)c1 | 96 | 78 | 96 | 53 | 51 | 48 | 82 | 62
CC1(C)CN=C(C(Oc2ccc(F)cc2)c2ccccc2)NC1 (stereo not drawn) | 108 | 99 | 102 | 111 | 102 | 82 | 85 | 102

Whole records as entered above:
CC(=O)N(C)c1ccc(C)cc1 is listed as UACC-257 = 107; A549/ATCC = 115; SK-MEL-28 = 123; EKVX = 114; SK-MEL-5 = 110; HOP-92 = 88; M14 = 108; UACC-62 = 109
CC1(C)C(=O)C(C)(C)C1=NO is listed as UACC-257 = 98; A549/ATCC = 103; SK-MEL-28 = 106; EKVX = .; SK-MEL-5 = 106; HOP-92 = 100; M14 = 103; UACC-62 = 111

More entries.
structure | UACC-257 | A549/ATCC | SK-MEL-28 | EKVX | SK-MEL-5 | HOP-92 | M14 | UACC-62
O=C1CCCN1c1cnc2ccccc2c1 | 106 | 99 | 108 | 97 | 101 | 106 | 108 | 107
O=c1[nH]c(Nc2ccc(F)cc2)nc2nccc(-c3ccncc3)c12 | 89 | 90 | 90 | . | 89 | 74 | 98 | 85
CCNC(CCCC1CCCCC1)C(=O)O (stereo not drawn) | 97 | 98 | 100 | 102 | 101 | 85 | 88 | 100
CCOC(=O)c1c(C)cc(=O)oc1C | 101 | . | 115 | . | 106 | 81 | 98 | 95
COc1ccc(C2=NN(C(=O)c3ccc(S(C)(=O)=O)cc3)C(c3ccc(OC)c(OC)c3)C2)c(OC)c1 (stereo not drawn) | 92 | 92 | 112 | 99 | 90 | . | 103 | 95
CN1C(=O)N(C)C2Nn3c(s/c(=C\c4c[nH]c5ccccc45)c3=O)=NC21 (stereo not drawn) | 105 | 103 | 110 | 96 | 99 | 85 | 90 | 91
N=C(N)c1ccc(-c2ccc(-c3ccc(Cl)cc3Cl)o2)nc1 | 91 | 6.4* | 81 | 95 | 87 | 77 | 70 | 101
CCCCCCCC(=O)SCC/C=C/[C@@H]1CC(=O)NCc2nc(cs2)C2=N[C@@](C)(CS2)C(=O)N[C@@H](C(C)C)C(=O)N1 | -20* | 0.8* | 25 | 33 | -21* | -10* | 16 | -25*
Clc1ccc2nc(Cl)c3ccccc3c2c1 | 93 | 29 | 98 | . | 84 | . | 100 | 96
Clc1ccc(C2CC(c3cccc(Nc4ccncc4)c3)=NN2c2cc(Cl)cc(Cl)c2)cc1 (stereo not drawn) | 89 | 48 | 74 | 74 | 89 | 71 | -64* | 101
O=C(NN1C(=O)/C(=C/C=C/c2ccc([N+](=O)[O-])o2)SC1=S)c1ccc([N+](=O)[O-])cc1 | -82* | -93* | -99* | -98* | -100* | -84* | -82* | -100*
Cc1cc(C)cc(NC(c2ccc(OC(F)F)c(OCC3CC3)c2)c2nnnn2C2CCCCC2)c1 (stereo not drawn) | 95 | 85 | 99 | 90 | 98 | 98 | 104 | 73
CC(=O)N(C)c1ccc2c(c1)C(=O)c1ccccc1-2 | 93 | 92 | 104 | 105 | 100 | 93 | 104 | 85
CCCCNC(=O)NS(=O)(=O)c1ccc(N2N=C(c3ccc(C)cc3)CCC2=O)cc1 | 96 | 104 | 108 | . | . | 90 | 106 | 103
CN1C(=O)C(Nc2ccc(C(=O)Nc3ccccc3)cc2)=C(c2ccccc2)C1=O | 99 | 85 | 100 | 91 | 92 | 98 | 106 | 86
O=C(Nc1ccc(OCc2nnc(-c3ccc(Cl)cc3)o2)c(F)c1)Nc1ccc(Cl)c(Cl)c1 | 74 | 32 | 61 | . | 76 | 59 | 61 | 61
